Assay outcomes as filed in PubChem BioAssay.
RAD52 inh – RAD52 (human) annealing inhibition; hit rate 0.46% among 360,000; AID 651710; P43351; inhibition, % at 18.7 µM; recombinant RAD52 DNA annealing, FRET fluorescence;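 active = every replicate showing at least 50% inhibition; inconclusive = mean inhibition at least 50% but not in every replicate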
RAD54 inh – RAD54 (human) branch migration inhibition | Q92698 | RAD54 Holliday junction branch migration, FAM/BHQ fluorescence | inhibition, % at 10.4 µM | hit rate 0.14% among 360,000 | AID 602329;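 active = mean normalized replicate activity at least 40 and at least half of replicates scoring 40 or more; inconclusive = only one of the two criteria met; inactive = mean below 40 and under half of replicates reaching 40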;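 also: 0% = median of neutral control wells and 100% = median of positive control wells; inhibitors cause a drop in the FAM fluorescence signal; in these data hits start at about 50%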
ERAP1 inh – inhibitors of human ERAP1 aminopeptidase; hit rate 0.15% among 340,000; Q9NZ08; recombinant ERAP1, Leu-AMC fluorescence, 60 min; inhibition, % at 10.7 µM;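 active = mean replicate inhibition of at least 30%, or all replicates individually reaching that 30% level; inactive = mean below 30% and not every replicate reaching it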;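 also: 0% = neutral control wells and 100% = L-leucinethiol positive control wells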
Target sequence (Q9NZ08 whole entry, looked up): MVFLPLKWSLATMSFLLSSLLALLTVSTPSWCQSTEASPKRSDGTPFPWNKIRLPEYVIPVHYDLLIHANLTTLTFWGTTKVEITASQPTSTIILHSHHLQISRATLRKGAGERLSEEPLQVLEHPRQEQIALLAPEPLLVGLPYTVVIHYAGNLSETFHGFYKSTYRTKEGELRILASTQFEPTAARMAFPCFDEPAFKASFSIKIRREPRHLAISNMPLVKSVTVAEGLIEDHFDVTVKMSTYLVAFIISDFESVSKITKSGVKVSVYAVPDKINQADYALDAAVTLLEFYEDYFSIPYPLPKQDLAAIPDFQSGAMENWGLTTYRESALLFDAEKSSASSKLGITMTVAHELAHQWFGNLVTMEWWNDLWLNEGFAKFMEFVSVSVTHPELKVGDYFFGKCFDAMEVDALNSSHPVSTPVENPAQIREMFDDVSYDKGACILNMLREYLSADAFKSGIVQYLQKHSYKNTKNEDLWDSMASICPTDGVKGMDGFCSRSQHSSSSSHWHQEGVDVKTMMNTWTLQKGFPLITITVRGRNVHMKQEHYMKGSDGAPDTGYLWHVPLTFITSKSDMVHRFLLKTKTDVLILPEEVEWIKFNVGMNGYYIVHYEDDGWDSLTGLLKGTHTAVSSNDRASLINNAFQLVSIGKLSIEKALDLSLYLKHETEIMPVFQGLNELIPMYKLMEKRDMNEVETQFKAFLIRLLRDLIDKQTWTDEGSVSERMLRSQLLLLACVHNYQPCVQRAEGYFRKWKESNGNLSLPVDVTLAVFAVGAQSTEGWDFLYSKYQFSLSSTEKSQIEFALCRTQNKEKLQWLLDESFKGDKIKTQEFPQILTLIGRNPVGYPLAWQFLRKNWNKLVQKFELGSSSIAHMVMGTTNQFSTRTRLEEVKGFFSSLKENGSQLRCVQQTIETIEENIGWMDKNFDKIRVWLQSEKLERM
Cneo AK release – causes C. neoformans cell lysis | adenylate kinase release luminescence, 4 h; normalised: neutral wells 0, clomiphene wells 100 | lysis activity, % at 15 µM | hit rate 0.2% among 360,000;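 active = mean lysis activity across replicates of at least 80%, whatever share of replicates individually reach that level; inactive = mean lysis activity below 80%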
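Material: C. neoformans cells; Schedule: 4 h static compound exposure, 37 °C, read 1 h post-reagent; Measured by: adenylate kinase release luminescence; Read-out: signal increase indicating cell lysis; Controls: Clomiphene as positive lysis control.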
miR122 inh – inhibitors of miR-122 in Huh7 cells | Huh7 miR-122 Renilla luciferase sensor, 48 h; neutral wells = 0, positive control = 100 | activation (reporter increase), % at 12.5 µM | hit rate 0.3% among 340,000;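 active = mean replicate activation score at least 90 and every replicate individually at or above 90; inconclusive = only one of the two criteria met; inactive = neither criterion met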;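 also: higher luciferase means less miR-122 activity so hits act as miR-122 inhibitors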
E-sel inducer – induces E-selectin expression in human endothelial cells. P16581. HUVEC E-selectin immunofluorescence imaging; normalized: neutral wells 0, TNF-alpha wells 100. activation, % at 7.58 µM. hit rate 0.37% among 260,000. AID 686992;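 active = mean E-selectin-positive cell signal at least 10% of the positive control, reached in at least 60% of replicates, without over 20% cell loss; inconclusive = no rule given, readout overlaps actives, possibly toxicity-flagged; inactive = the rest, including those meeting only one limit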;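 also: in these data hits start at about 27%; measured in HUVEC primary endothelial cells; signal is the percent of cells scored E-selectin positive by PE staining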
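Test system – human umbilical vein endothelial cells (HUVEC), E-selectin induction · Input – 3,000 HUVEC seeded per well · Buffer or medium – EGM-2, gelatin · Compound dosing – single-point compound dose · Detection – immunofluorescence imaging · Measure – percent E-selectin-positive cells · Controls – TNF-alpha high, DMSO low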
PglD inh – inhibitors of Campylobacter jejuni PglD acetyltransferase. inhibition, % at 12.5 µM. AID 602405. hit rate 0.098% among 360,000. purified PglD enzyme, DTNB colorimetric CoA detection; in the data active = inhibition above about 16%, passing the limit was not always enough; inconclusive = no clear call, values can overlap the other calls; also: strong numbers were not always called active
PGC1a acetyl inh – modulators of PGC1a acetylation; inhibition, % at 15.6 µM; U2OS PGC1a acetylation, AlphaScreen anti-acetyl-lysine; with virally co-expressed GCN5 acetyltransferase; AID 651687; hit rate 0.17% among 350,000;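 active = every replicate shows inhibition of at least 40%; inconclusive = mean inhibition at least 40% but some replicate below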;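 also: 0% = neutral control wells and 100% = positive control wells; some results beyond the cut were filed as inactive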
An asterisk follows results filed as active; & = joins results of further samples; [ ] = dose if it differs, or a comment.

`CCN1CCCC1CNCc1ccccc1OCc1ccc(F)cc1` (configuration not stated) gave RAD52 inh 1, RAD54 inh -3, ERAP1 inh -4, Cneo AK release 4, miR122 inh 5, PglD inh 2 and PGC1a acetyl inh -13.
Screening Cc1occc1C(=O)N/N=C/C(Br)=C/c1ccccc1 returned RAD52 inh 1, RAD54 inh 5, ERAP1 inh -6, Cneo AK release -3, miR122 inh -5, PglD inh 3 and PGC1a acetyl inh -164.
`O=C(c1ccco1)N1CCN(c2nc3ccccc3c(=O)n2-c2ccccc2)CC1` gave RAD54 inh -4, Cneo AK release -1, miR122 inh 13, E-sel inducer -2.6, PglD inh 9 and PGC1a acetyl inh -16.
Screening O=C(OCCN1C(=O)c2ccccc2C1=O)c1ccc(S(=O)(=O)N2CCCCCC2)cc1 returned RAD54 inh -3, Cneo AK release -6, miR122 inh 11, PglD inh -4 and PGC1a acetyl inh 6.
Screening C[C@H](CO)N1C[C@H](C)[C@@H](CN(C)Cc2ccncc2)OCCCC[C@H](C)Oc2ccc(NS(=O)(=O)c3ccc(Cl)cc3)cc2C1=O returned RAD52 inh -16, RAD54 inh 3, ERAP1 inh 0, Cneo AK release 42, miR122 inh 4[16.7 µM], E-sel inducer -0.2, PglD inh -2 and PGC1a acetyl inh 32.
Screening CCN(CC)C1CCCCC1NS(=O)(=O)c1ccc(Cl)cc1 (configuration not stated) returned RAD52 inh -4, RAD54 inh -1, Cneo AK release 0, miR122 inh 1, E-sel inducer 0.3, PglD inh -3 and PGC1a acetyl inh -6.
Screening Cc1cccc(Cn2c(SCC(=O)Nc3ccccc3)nc3c2c(=O)[nH]c(=O)n3C)c1 returned RAD52 inh -12, RAD54 inh -3, ERAP1 inh -1, Cneo AK release -7, E-sel inducer 5.9 and PglD inh -1.
`CCOc1cc(C=O)c(Br)cc1OC1CCCC1` gave RAD54 inh 1, Cneo AK release 1, miR122 inh -2, PglD inh 5 and PGC1a acetyl inh -1.
Screening Cc1ccccc1OCC(=O)OCC(=O)c1cc(C)n(C2CC2)c1C returned RAD52 inh -19, RAD54 inh 8, ERAP1 inh -3, Cneo AK release 1, miR122 inh -2, E-sel inducer -0.2, PglD inh 0 and PGC1a acetyl inh 14.
Screening Cc1cccc(NC(=O)CN2C(=O)S/C(=C\c3cccn3-c3cccc(C(=O)O)c3)C2=O)c1 returned RAD52 inh -6, RAD54 inh 0, ERAP1 inh -1, Cneo AK release 0, miR122 inh -4, PglD inh -2 and PGC1a acetyl inh 19.
For COc1ccc(-c2nnc(NC(=O)c3ccccc3C)o2)cc1 the results were RAD52 inh 3, RAD54 inh -5, ERAP1 inh 5, Cneo AK release -2, miR122 inh 4, E-sel inducer -0.2 and PGC1a acetyl inh -10.
`C[C@@H]1CN([C@@H](C)CO)C(=O)Cc2cc(NC(=O)Nc3ccc(C(F)(F)F)cc3)ccc2O[C@@H]1CN(C)S(=O)(=O)c1cccs1` gave RAD52 inh 6, RAD54 inh 3, ERAP1 inh 1, Cneo AK release 0, miR122 inh -12[16.7 µM], E-sel inducer 12, PglD inh 3 and PGC1a acetyl inh 0.
CSc1ccccc1C(=O)N1CCCCC1 was read as RAD52 inh -13, ERAP1 inh -3, E-sel inducer -0.1 and PGC1a acetyl inh 0.
`Cc1cc(C)c(C(=O)COC(=O)CN2C(=O)NC3(CCCC3)C2=O)cc1C` gave RAD52 inh -22, RAD54 inh -4, ERAP1 inh 2, Cneo AK release 12, miR122 inh -12, E-sel inducer 0.1, PglD inh 0 and PGC1a acetyl inh 3.
C[C@H]1CN([C@@H](C)CO)S(=O)(=O)c2ccc(Br)cc2O[C@H]1CN(C)C(=O)Cc1ccncc1 was read as RAD52 inh -7&-8, RAD54 inh -6&-6, ERAP1 inh -1, Cneo AK release 0&1, miR122 inh 9[16.7 µM], E-sel inducer 0.7&0.2, PglD inh 4&-2 and PGC1a acetyl inh -11&12.
Screening Cc1cccc2cc(C#N)c(N3CCN(C)CC3)nc12 returned RAD54 inh 28, Cneo AK release 1, miR122 inh -5, PglD inh 0 and PGC1a acetyl inh 2.
`C/C(=N\NC(=O)c1nnn(-c2nonc2N)c1-c1cccs1)c1cccnc1` gave RAD52 inh 5, RAD54 inh -1, ERAP1 inh 0, Cneo AK release 1, miR122 inh -7 and PglD inh -6.
For O=C(c1ccc(CS(=O)c2ccccc2Cl)o1)N1CCOCC1 (configuration not stated) the results were RAD52 inh -16, RAD54 inh 2, ERAP1 inh 2, Cneo AK release -1, miR122 inh -8, E-sel inducer 3.2, PglD inh 1 and PGC1a acetyl inh 3.
For CC(C)[C@H](NC(=O)c1ccco1)C(=O)N(C)Cc1ccc(C(F)(F)F)cc1 the results were RAD52 inh -7, RAD54 inh -8, ERAP1 inh -1, Cneo AK release 0, miR122 inh -8, PglD inh 4 and PGC1a acetyl inh 4.
For COc1cc2c3nc4n(c(=O)c3n(CC(=O)N3CCCC3)c2cc1OC)CCS4 the results were RAD52 inh -14, RAD54 inh -3, ERAP1 inh -5, Cneo AK release -1, miR122 inh 6, PglD inh 4 and PGC1a acetyl inh 2.
N#Cc1cc[n+](CC(=O)c2ccc(NC(=O)c3ccccc3)cc2)cc1 was read as RAD52 inh 0, RAD54 inh -11, ERAP1 inh 0, Cneo AK release -1, miR122 inh -2, E-sel inducer 0.1, PglD inh 4 and PGC1a acetyl inh -8.
For CCNc1ccc(C(=O)OCC(=O)NCc2ccc(C)cc2)cc1[N+](=O)[O-] the results were RAD54 inh -17, Cneo AK release 7, miR122 inh -4, E-sel inducer 1.1, PglD inh -5 and PGC1a acetyl inh 5.
Screening Cn1c(SCC(=O)NC2CC2)nnc1C(F)(F)F returned RAD54 inh -5, Cneo AK release 3, PglD inh 1 and PGC1a acetyl inh 5.
`COc1ccc(C23CC4CC(CC(C(=O)O)(C4)C2)C3)c(F)c1` gave RAD52 inh -12, RAD54 inh 0, ERAP1 inh 0, Cneo AK release -1 and PglD inh -5.
N#Cc1cccc(C#N)c1Oc1ccc(N)cc1 was read as RAD52 inh -43, RAD54 inh -9, Cneo AK release -2, miR122 inh 6, E-sel inducer -0.1, PglD inh 3 and PGC1a acetyl inh -2.
O=C(Nc1ccc(C(F)(F)F)cc1)Nc1ccc2c(c1)[C@@H]1C[C@H](CC(=O)N3CCc4ccccc4C3)O[C@H](CO)[C@@H]1O2 was read as RAD52 inh 2, RAD54 inh -4, ERAP1 inh 1, Cneo AK release 7, miR122 inh -4[16.7 µM], E-sel inducer 2.0, PglD inh 1 and PGC1a acetyl inh -12.
Screening O=C(Nc1ccccc1F)C1(c2ccccc2)CC1(Cl)Cl (configuration not stated) returned RAD54 inh -1, Cneo AK release 2, miR122 inh -2, PglD inh -4 and PGC1a acetyl inh 10.
Screening COc1ccc(C(=O)C2CCCN(S(=O)(=O)c3cccc(C)c3)C2)c(C)c1 (configuration not stated) returned RAD52 inh -3, RAD54 inh -3, ERAP1 inh -1, Cneo AK release 0, miR122 inh 4, E-sel inducer -0.3 and PglD inh 1.
For Fc1ccc(/C=C2\CCCC3=C2Nc2ncnn2C3c2ccc(F)cc2)cc1 (configuration not stated) the results were RAD54 inh -7, Cneo AK release 8, miR122 inh 5, PglD inh -5 and PGC1a acetyl inh -51.
`S=C(NCc1ccccc1)Nc1ccc2cn[nH]c2c1` gave RAD52 inh -8, RAD54 inh -7, ERAP1 inh -3, Cneo AK release -6, miR122 inh 1, PglD inh 0 and PGC1a acetyl inh 5.
For Cc1cccc(NC(=S)N2CCN(c3ccccc3)CC2)c1 the results were RAD52 inh -8, ERAP1 inh 2, miR122 inh -1 and PGC1a acetyl inh -20.
Screening CC(=O)N1CCN(C(=O)Nc2cccc(C(F)(F)F)c2)CC1 returned RAD54 inh -1, Cneo AK release -2, miR122 inh 1, PglD inh 1 and PGC1a acetyl inh 18.
For CCO[C@H]1OC(C(=O)O)=C[C@@H](C(C)(C)C)[C@@H]1CCCO the results were RAD52 inh -3, RAD54 inh -5, ERAP1 inh -4, Cneo AK release 1, miR122 inh -8, E-sel inducer 0.1, PglD inh -4 and PGC1a acetyl inh -7.
Screening CNC(=O)c1c(NC(=O)c2ccco2)sc2c1CCC2 returned RAD52 inh -14, RAD54 inh 11, ERAP1 inh 2, Cneo AK release -1, miR122 inh -12, PglD inh -2 and PGC1a acetyl inh -2.
Cn1c(N2CCN(c3ccccn3)CC2)nc2c1c(=O)n(Cc1ccc(Cl)cc1)c(=O)n2C was read as RAD54 inh 7, Cneo AK release -8, miR122 inh -6, PglD inh 0 and PGC1a acetyl inh -11.
`C/C(=N\Nc1ccc(Cl)cc1)c1ccccn1` gave RAD54 inh 4, Cneo AK release -2, PglD inh -6 and PGC1a acetyl inh 15.
CN(C)S(=O)(=O)c1cccc(NC(=O)c2ccc(Sc3nncn3C)c([N+](=O)[O-])c2)c1 was read as RAD52 inh -6, RAD54 inh 8, ERAP1 inh 1, Cneo AK release -4, miR122 inh -2, E-sel inducer 1.5, PglD inh 4 and PGC1a acetyl inh -13.
O=C(NNc1nc2c(F)cccc2s1)c1ccccc1 was read as RAD52 inh -9, RAD54 inh -5, ERAP1 inh 0, Cneo AK release 1, miR122 inh 3, E-sel inducer 2.9 and PglD inh -4.
Screening Cc1cc(C)n(-c2nc(N(C)C)nc(N3CCOCC3)n2)n1 returned RAD54 inh -14, Cneo AK release 1, miR122 inh 4, PglD inh 1 and PGC1a acetyl inh -8.
Screening COc1ccc(S(=O)(=O)Nc2ccc(F)cc2)cc1N(C)S(=O)(=O)c1ccc(Cl)cc1 returned RAD52 inh -8, RAD54 inh -10, ERAP1 inh 2, Cneo AK release 0, miR122 inh inconclusive, PglD inh 1 and PGC1a acetyl inh -39.
Cc1nn(C(C)C(=O)NCCN2CCCC2)c(=O)c2c1sc1ccccc12 (configuration not stated) was read as RAD52 inh -10, RAD54 inh 25, ERAP1 inh -1, Cneo AK release -1, miR122 inh 3, PglD inh -1 and PGC1a acetyl inh 4.
For O=C(c1ccc(Br)o1)N(c1ccc(Br)cc1)C1C=CS(=O)(=O)C1 (configuration not stated) the results were RAD54 inh -2, Cneo AK release -5, miR122 inh 3, PglD inh 3 and PGC1a acetyl inh 12.
For C[C@@H]1CCCCO[C@@H](CN(C)C(=O)NC2CCCCC2)[C@H](C)CN([C@H](C)CO)C(=O)c2cc(NC(=O)Nc3cccc4ccccc34)ccc2O1 the results were RAD52 inh 3, RAD54 inh -31, ERAP1 inh 0, Cneo AK release 1, miR122 inh -15[16.7 µM], E-sel inducer 0.0, PglD inh -4 and PGC1a acetyl inh -1.
For Cc1csc(NC(=O)C2CCN(C(=O)CSc3nnc(C)n3Cc3ccccc3)CC2)n1 the results were RAD54 inh 10, Cneo AK release 5, miR122 inh -10 and PglD inh -5.
